Screens: PubChem, Broad Institute
C diff HTS: blocks growth of Clostridium difficile; Clostridium difficile clinical isolate growth, OD600, 24 h; hits give low values; growth activity, negative = inhibition, % at 16 µg/mL (by protocol); actives 0.25% (n = 86,000); AID 1259249;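 active = mean growth activity at or below -80% and every replicate also at or below -80%; inconclusive = mean at or below -80% but some replicate above -80%; inactive = mean growth activity above -80%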;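 note: 0% = DMSO wells and -100% = levofloxacin 16 µg/mL wells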
Tcruzi prolif: blocks T. cruzi growth in NIH3T3 culture; T. cruzi beta-gal in NIH3T3, GalScreen luminescence, 90 h; inhibition, % at 8.34 µM; actives 5.9% (n = 77,000); AID 624255;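 active = mean inhibition above about 93%, with at least 55% of replicates each passing it, limit read from the data, passing the limit was not always enough; inconclusive = only one of those two conditions holds; inactive = neither condition holds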
Pf Dd2 inh: P. falciparum Dd2 growth inhibition; SYBR Green, 72 h; hits give low values; activity change, % at 10 µM; actives 2.3% (n = 94,000); AID 1159554; in the data active = activity change below about -80%; inconclusive = no clear call, values can overlap the other calls
KDM4C inh: blocks human GASC-1 (KDM4C) demethylase activity; inhibition, % at 12.5 µM; GST-KDM4C 2-372, H3K9me3 peptide, LANCE TR-FRET; Q9H3R0; actives 0.15% (n = 96,000);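 active = mean replicate inhibition above about 25%, with at least 55% of replicates also reaching it, limit read from the data, passing the limit was not always enough; inconclusive = only one of those two conditions met; inactive = neither condition met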
Target sequence (Q9H3R0 2-372 limits assumed): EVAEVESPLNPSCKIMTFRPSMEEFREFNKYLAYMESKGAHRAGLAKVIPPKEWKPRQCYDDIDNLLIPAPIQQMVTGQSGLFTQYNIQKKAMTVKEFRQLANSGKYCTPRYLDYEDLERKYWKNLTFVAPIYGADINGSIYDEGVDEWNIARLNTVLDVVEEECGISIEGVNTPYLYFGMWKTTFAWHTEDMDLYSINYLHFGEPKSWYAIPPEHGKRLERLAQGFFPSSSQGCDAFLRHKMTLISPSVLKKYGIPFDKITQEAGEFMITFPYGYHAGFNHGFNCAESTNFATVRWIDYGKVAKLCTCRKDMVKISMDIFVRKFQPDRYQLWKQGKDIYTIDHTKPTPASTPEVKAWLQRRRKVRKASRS
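Material: GST-tagged GASC-1 (JMJD2C) catalytic fragment, aa 2-372. Input: enzyme final amount 10 nM. Medium: HEPES buffer, pH 7.5, plus ascorbate. Reagent: H3K9me3 peptide substrate, Fe(II), 2-oxoglutarate. Doses: single dose. Times: reaction 30 min RT, detection step 1 h RT. Measured by: LANCE TR-FRET. Evaluation: Fall in 671/618 emission ratio as inhibition.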
The depositor's hits bear a star; ? = inconclusive; · = no result given; & = joins results of further samples.

Keys: A = C diff HTS; B = Tcruzi prolif; C = Pf Dd2 inh; D = KDM4C inh
1: CCC(=O)N1CC2(CN(Cc3ccc(Cl)cc3)C2)c2c(n(C)c3cc(OC)ccc23)[C@@H]1CO
  A = 5 | B = · | C = -65 | D = 0.6

2: COc1ccc(S(=O)(=O)N(C)C[C@@H]2Oc3ccc(NS(C)(=O)=O)cc3CC(=O)N([C@@H](C)CO)C[C@H]2C)cc1
  A = -4 | B = 23 | C = 5 | D = -0.6

3: C[C@@H]1CN([C@H](C)CO)C(=O)c2cc(NC(=O)Nc3ccccc3)ccc2O[C@H]1CN(C)Cc1ccc(-c2ccccc2)cc1
  A = 5 | B = 29 | C = -10 | D = -1.1

4: CN(C)CC(=O)N[C@@H]1CC[C@@H](CCNC(=O)C2CCCC2)O[C@@H]1CO
  A = -2 | B = · | C = -3 | D = 0.3

5: CCC(=O)N1[C@@H]2c3ccc(C4=CCCCC4)c(=O)n3C[C@H]1[C@H](CO)[C@H]2C(=O)N[C@@H](C)c1ccccc1
  A = 6 | B = -22 | C = 16 | D = 0.9

6: COCC#Cc1ccc2c(c1)O[C@H](CN(C)C(=O)C1CCC1)[C@@H](C)CN([C@H](C)CO)S2(=O)=O
  A = 0 | B = 34 | C = 10 | D = -2.2

7: Cc1noc(C)c1S(=O)(=O)Nc1ccc2c(c1)C(=O)N([C@H](C)CO)C[C@@H](C)[C@@H](CN(C)S(=O)(=O)c1c(C)noc1C)OCCCC[C@H](C)O2
  A = 3 | B = 3 | C = -30 | D = 1.2

8: CO[C@H]1CN(C)C(=O)c2ccc(NS(C)(=O)=O)cc2OC[C@@H](C)N(C(=O)C2CCCCC2)C[C@H]1C
  A = -2 | B = 45 | C = 2 | D = 0.2

9: CCCC(=O)N1CC2(C1)CN(C(=O)C1CC1)[C@H](CO)c1[nH]c3cc(OC)ccc3c12
  A = -2 | B = · | C = 0 | D = -0.7

10: CCCC(=O)N1CC2(C1)CN(Cc1ccccc1F)[C@@H](CO)c1c2c2ccc(OC)cc2n1C
  A = 11 | B = · | C = -51 | D = 14

11: C[C@@H]1CCCCO[C@@H](CN(C)Cc2ccc(C(=O)Nc3ccccc3N)cc2)[C@@H](C)CN([C@H](C)CO)C(=O)c2cc(NS(=O)(=O)c3cccs3)ccc2O1
  A = 6 | B = · | C = ? | D = 0.2

12: CO[C@H]1CN(C)C(=O)c2cc(NC(=O)c3cccc(F)c3)ccc2OC[C@H](C)N(C)C[C@@H]1C
  A = · | B = -179 | C = 25 | D = 0.4

13: C/C=C/c1ccc([C@H]2[C@@H](CO)N[C@@H]2CN(Cc2cccnc2)C(=O)C2CC2)cc1
  A = 4 | B = · | C = -18 | D = -0.8

14: C[C@H](CO)N1C[C@H](C)[C@@H](CN(C)C(=O)c2ccccc2F)Oc2ncc(-c3ccc(F)cc3)cc2C1=O
  A = -1 | B = -24 | C = -34 | D = 21

15: C/C=C/c1ccc([C@@H]2[C@@H](CO)N(c3ncc(CC)s3)[C@H]2C#N)cc1
  A = 9 | B = 99* | C = -3 | D = -0.5

16: C[C@@H]1CCCCO[C@@H](CN(C)C(=O)Nc2ccccc2)[C@H](C)CN([C@@H](C)CO)C(=O)c2cc(NC(=O)Nc3ccccc3)ccc2O1
  A = -4 | B = ? | C = 8 | D = -0.6

17: CCC(=O)N(C)C[C@H]1Oc2cc(-c3ccccc3OC)ccc2S(=O)(=O)N([C@@H](C)CO)C[C@H]1C
  A = -2 | B = 64 | C = -13 | D = -1.2

18: CC(C)C#Cc1cnc2c(c1)C(=O)N([C@H](C)CO)C[C@H](C)[C@H](CN(C)C(=O)c1ccc3c(c1)OCO3)O2
  A = -8 | B = 35 | C = -38 | D = -0.8

19: COc1ccc(NC(=O)Nc2ccc3c(c2)C(=O)N([C@@H](C)CO)C[C@@H](C)[C@H](CN(C)S(=O)(=O)c2ccccc2)OCCCC[C@H](C)O3)cc1
  A = 3 | B = 38 | C = -17 | D = -0.5

20: COc1ccc2c3c([nH]c2c1)[C@H](CO)N(C(=O)Nc1ccc(F)cc1)CC31CCN(S(C)(=O)=O)CC1
  A = 2 | B = · | C = -35 | D = -0.3

21: C[C@@H]1CN([C@@H](C)CO)C(=O)CCCn2nncc2CO[C@@H]1CN(C)C(=O)c1ccc(N2CCN(C)CC2)cc1
  A = 2&0 | B = -6&11 | C = 5&-5 | D = 0.3

22: C[C@@H]1CN([C@@H](C)CO)C(=O)c2cc(NC(=O)Nc3ccc(F)cc3)ccc2O[C@H]1CN(C)Cc1ccc2c(c1)OCO2
  A = -2 | B = · | C = -9 | D = -0.3

23: CC(C)c1cn(CC[C@@H]2CC[C@@H](NC(=O)C3CCC3)[C@H](CO)O2)nn1
  A = 3 | B = · | C = -16 | D = 3.3

24: O=C(C[C@@H]1C[C@H]2c3cc(NC(=O)C4CCOCC4)ccc3O[C@H]2[C@@H](CO)O1)NCC1CC1
  A = -4 | B = -38 | C = 9 | D = -2.1

25: O=C(c1ccccc1F)N1C[C@@H]2[C@H](c3ccccc31)[C@H](CO)N2CC1CCCCC1
  A = 67 | B = 76 | C = 5 | D = 0.0

26: COCC(=O)N[C@H]1C=C[C@@H](CC(=O)N2CCCCC2)O[C@@H]1CO
  A = · | B = -17 | C = -5 | D = -1.5

27: O=C(C[C@H]1CC[C@H](NC(=O)Nc2cc(F)ccc2F)[C@H](CO)O1)Nc1ccc(-c2ccccc2)cc1
  A = · | B = -204 | C = -6 | D = -1.2

28: O=C(C[C@H]1CC[C@H](NC(=O)c2ccncc2)[C@@H](CO)O1)NCc1ccncn1
  A = -3 | B = · | C = 4 | D = 1.2

29: CC(C)NC(=O)Nc1ccc2c(c1)C(=O)N([C@H](C)CO)C[C@H](C)[C@H](CN(C)C(=O)NC1CCCCC1)O2
  A = 2 | B = 2 | C = 14 | D = 1.9

30: C[C@@H]1CN([C@@H](C)CO)C(=O)c2ccccc2-c2ccccc2CO[C@@H]1CN(C)C(=O)Nc1ccc(-c2ccccc2)cc1
  A = -6 | B = · | C = -48 | D = -0.7

31: CO[C@@H]1CN(C)C(=O)c2cc(NC(=O)Cc3ccccc3)ccc2OC[C@H](C)N(CC2CC2)C[C@H]1C
  A = 3 | B = -9 | C = 9 | D = -0.9

32: CN1CCN(C(=O)C[C@H]2CC[C@H]3[C@@H](COC[C@H](O)CN3S(=O)(=O)c3cccc(Cl)c3)O2)CC1
  A = · | B = -11 | C = -26 | D = 0.8

33: C[C@@H]1CCCCO[C@@H](CN(C)S(=O)(=O)c2ccccc2)[C@H](C)CN([C@H](C)CO)C(=O)c2cc(NC(=O)CCC(F)(F)F)ccc2O1
  A = 5 | B = 68 | C = -53 | D = -3.0

34: CCC(=O)N(C)C[C@H]1Oc2cc(-c3ccc(OC)cc3)ccc2S(=O)(=O)N([C@@H](C)CO)C[C@@H]1C
  A = -4 | B = · | C = -44 | D = 6.0

35: COc1ccc(NC(=O)Nc2cccc3c2O[C@H](CN(C)Cc2ccc(C(=O)O)cc2)[C@@H](C)CN([C@H](C)CO)C3=O)cc1
  A = -3 | B = 26 | C = 21 | D = -0.1

36: CC(C)NC(=O)N(C)C[C@H]1Oc2c(NC(=O)C3CC3)cccc2C(=O)N([C@H](C)CO)C[C@@H]1C
  A = 8 | B = 25 | C = 29 | D = -2.7

37: C[C@H](CO)N1C[C@H](C)[C@H](CN(C)S(=O)(=O)c2cccs2)Oc2c(NC(=O)c3nc4ccccc4s3)cccc2C1=O
  A = 2 | B = 90 | C = -30 | D = -1.9

38: CCCNC(=O)N1CC2(C1)[C@H](c1ccccc1)[C@@H](CO)N2C(=O)C1CCCCC1
  A = -7 | B = · | C = 39 | D = -0.9

39: O=C(N[C@@H]1CC[C@@H](CCNC(=O)C2CC2)O[C@H]1CO)c1ccncc1
  A = -2 | B = · | C = · | D = -0.1

40: C[C@@H]1CN([C@H](C)CO)C(=O)c2cc(C#CC3CCCC3)cnc2O[C@H]1CN(C)S(C)(=O)=O
  A = -6 | B = · | C = 8 | D = 2.8

41: C[C@@H]1CCCCO[C@@H](CN(C)C(=O)c2ccccc2)[C@@H](C)CN([C@H](C)CO)C(=O)c2cc(NS(=O)(=O)c3cccs3)ccc2O1
  A = 2 | B = 49 | C = 30 | D = -0.9

42: C[C@H]1CN([C@@H](C)CO)C(=O)c2cc(-c3cccc(F)c3)cnc2O[C@@H]1CN(C)C(=O)c1cnccn1
  A = -6 | B = -22 | C = 39 | D = -2.6

43: CC(C)C#Cc1ccc2c(c1)O[C@H](CN(C)C)[C@H](C)CN([C@H](C)CO)S2(=O)=O
  A = 0 | B = · | C = 13 | D = 0.8

44: COc1ccc(S(=O)(=O)N(C)C[C@H]2OCCCC[C@H](C)Oc3ccc(NC(=O)Cc4ccccc4)cc3C(=O)N([C@@H](C)CO)C[C@H]2C)cc1
  A = 6 | B = 102 | C = ? | D = 0.9

45: C/C=C/c1ccc([C@H]2[C@@H](CO)N3CCCCN(C(=O)Nc4ccc(OC)cc4)C[C@@H]23)cc1
  A = -4 | B = 48 | C = -10 | D = 0.2

46: COc1ccc(NC(=O)N(C)C[C@@H]2Oc3ncc(C#CCC(C)C)cc3C(=O)N([C@@H](C)CO)C[C@@H]2C)cc1
  A = -3 | B = -21 | C = -20 | D = 0.4

47: C[C@@H](NC(=O)C[C@@H]1C[C@@H]2c3cc(NC(=O)NC4CCCC4)ccc3O[C@@H]2[C@@H](CO)O1)c1ccccc1
  A = · | B = 32 | C = -44 | D = -1.7

48: CCNC(=O)C[C@H]1CC[C@@H]2[C@H](COC[C@H](O)CN2S(=O)(=O)c2ccc(Oc3ccccc3)cc2)O1
  A = · | B = 3 | C = 2 | D = -0.5

49: C[C@H]1CN([C@@H](C)CO)C(=O)c2ccccc2-c2ccccc2CO[C@H]1CN(C)C(=O)[C@@H]1CCCN1C
  A = 3 | B = 21 | C = -25 | D = 0.3

50: CCCC(=O)N1CCC2(CC1)CN(C(=O)C1CCCCC1)[C@H](CO)c1[nH]c3cc(OC)ccc3c12
  A = -5 | B = · | C = -54 | D = -2.1

11 structures out of the list, arranged by formula weight, highest first.
Keys: A = C diff HTS; B = Tcruzi prolif; C = Pf Dd2 inh; D = KDM4C inh
41: C[C@@H]1CCCCO[C@@H](CN(C)C(=O)c2ccccc2)[C@@H](C)CN([C@H](C)CO)C(=O)c2cc(NS(=O)(=O)c3cccs3)ccc2O1
  A = 2 | B = 49 | C = 30 | D = -0.9

30: C[C@@H]1CN([C@@H](C)CO)C(=O)c2ccccc2-c2ccccc2CO[C@@H]1CN(C)C(=O)Nc1ccc(-c2ccccc2)cc1
  A = -6 | B = · | C = -48 | D = -0.7

48: CCNC(=O)C[C@H]1CC[C@@H]2[C@H](COC[C@H](O)CN2S(=O)(=O)c2ccc(Oc3ccccc3)cc2)O1
  A = · | B = 3 | C = 2 | D = -0.5

32: CN1CCN(C(=O)C[C@H]2CC[C@H]3[C@@H](COC[C@H](O)CN3S(=O)(=O)c3cccc(Cl)c3)O2)CC1
  A = · | B = -11 | C = -26 | D = 0.8

47: C[C@@H](NC(=O)C[C@@H]1C[C@@H]2c3cc(NC(=O)NC4CCCC4)ccc3O[C@@H]2[C@@H](CO)O1)c1ccccc1
  A = · | B = 32 | C = -44 | D = -1.7

50: CCCC(=O)N1CCC2(CC1)CN(C(=O)C1CCCCC1)[C@H](CO)c1[nH]c3cc(OC)ccc3c12
  A = -5 | B = · | C = -54 | D = -2.1

40: C[C@@H]1CN([C@H](C)CO)C(=O)c2cc(C#CC3CCCC3)cnc2O[C@H]1CN(C)S(C)(=O)=O
  A = -6 | B = · | C = 8 | D = 2.8

45: C/C=C/c1ccc([C@H]2[C@@H](CO)N3CCCCN(C(=O)Nc4ccc(OC)cc4)C[C@@H]23)cc1
  A = -4 | B = 48 | C = -10 | D = 0.2

43: CC(C)C#Cc1ccc2c(c1)O[C@H](CN(C)C)[C@H](C)CN([C@H](C)CO)S2(=O)=O
  A = 0 | B = · | C = 13 | D = 0.8

28: O=C(C[C@H]1CC[C@H](NC(=O)c2ccncc2)[C@@H](CO)O1)NCc1ccncn1
  A = -3 | B = · | C = 4 | D = 1.2

26: COCC(=O)N[C@H]1C=C[C@@H](CC(=O)N2CCCCC2)O[C@@H]1CO
  A = · | B = -17 | C = -5 | D = -1.5

(list continues)
Keys: A = C diff HTS; B = Tcruzi prolif; C = Pf Dd2 inh; D = KDM4C inh
51: COc1ccc(C(=O)Nc2ccc3c(c2)C(=O)N(C)C[C@@H](OC)[C@@H](C)CN[C@@H](C)CO3)cc1
  A = · | B = -13 | C = -7 | D = 0.0

52: CO[C@H]1CN(C)C(=O)c2cc(NC(=O)Nc3ccccc3)ccc2OC[C@H](C)N(C(=O)CC2CC2)C[C@@H]1C
  A = · | B = 41 | C = -40 | D = 1.0

53: O=C(C[C@@H]1CC[C@H]2[C@@H](COC[C@@H](O)CN2CCC(F)(F)F)O1)NCC1CCCCC1
  A = 2&-3 | B = 65 | C = -18 | D = 0.6

54: CC(C)CC#Cc1ccc2c(c1)O[C@H](CN(C)Cc1cccnc1)[C@@H](C)CN([C@@H](C)CO)S2(=O)=O
  A = 18 | B = 100* | C = · | D = 1.1

55: CNC[C@H]1OCCCC[C@@H](C)Oc2ccc(N)cc2C(=O)N([C@H](C)CO)C[C@H]1C
  A = -2 | B = -29 | C = 24 | D = -1.5
